Growth percent in the NCI-60 one-dose screen (48 h, 10 µM unless noted): 100 = growth as untreated, 0 = no growth, -100 = all killed.
UO-31: UO-31 renal cancer | 81,000 compounds, 5.2% hits
SN12C: SN12C renal cancer cells; 81,000 compounds, 3.8% hits; AID 1794767
CAKI-1: CAKI-1 renal cancer. 75,000 compounds, 4.7% hits. AID 1794772
U251: U251 CNS tumor cells; 80,000 compounds, 5.4% hits; AID 1794753
TK-10: TK-10 renal cancer cells | 81,000 compounds, 3.9% hits
RXF 393: RXF 393 renal cancer cells; 77,000 compounds, 6.9% hits; AID 1794773
A498: A498 renal cancer cells; 76,000 compounds, 5.4% hits; AID 1794774
ACHN: ACHN renal cancer | 81,000 compounds, 4.9% hits | AID 1794771
786-0: 786-0 renal cancer cells | 81,000 compounds, 5.1% hits | AID 1794775
Numbers without * were called inactive; x = not tested or not shown; & = joins results of further samples. The calls were made as follows: active = growth percent below 10; inactive = the rest. Rows are unselected; any-hit rate near 12%.

SMILES | UO-31 | SN12C | CAKI-1 | U251 | TK-10 | RXF 393 | A498 | ACHN | 786-0
CCCCCCCCCC1=NC(C)(C)CN1C(C)(C)CO | 57 | 84 | 75 | 83 | 98 | 167 | 93 | 94 | 100
CC1(C)CC(N2CCOCC2)=CC(=S)N1 | 93 | 99 | 101 | x | 107 | 108 | 111 | 109 | 112
CN(C)CC/C=C1/c2ccccc2COc2ccccc21 | 99&50 | 110&83 | 93&79 | 104&94 | 116 | 97&79 | 95 | 100&83 | 105&79
COc1ccc(/C=C(/C(=O)c2ccc(OC)cc2)S(=O)(=O)c2ccc(C)cc2)cc1 | 94 | 101 | 89 | 93 | 101 | 102 | 90 | 104 | 105
Cc1c2cnccc2c(C)c2c1oc1ccccc12 | 40 | 69 | 66 | x | 48 | 71 | x | 59 | 85
FC(F)Oc1ccc(C(Nc2cccc(Cl)c2)c2nnnn2C2CCCCC2)cc1OCC1CC1 (stereo not drawn) | 63 | 96 | 69 | 81 | 95 | 80 | 88 | 89 | 85
CCCCn1c(=O)c(C2=NC(c3ccc(F)cc3)=C2)cc2ccc(Cl)cc21 | 76 | 56 | 71 | 76 | 108 | 101 | 51 | 60 | 89
O=C(O)c1cc(N2C(=O)/C(=C\c3ccc(-c4ccccc4F)o3)SC2=S)ccc1O | 77 | 96 | 95 | 102 | 111 | 107 | 110 | 97 | 106
COC(=O)[C@H](Cc1ccccc1)NC(=O)[C@@H](OC)[C@@H]1Cc2cc3cc(OC4CC(OC5CC(O)C(O)C(C)O5)C(O)C(C)O4)c(C)c(O)c3c(O)c2C(=O)[C@H]1OC1CC(OC2CC(OC3CC(C)(O)C(O)C(C)O3)C(O)C(C)O2)C(O)C(C)O1 (stereo partly drawn) | -7.8* | 4.4* | 15 | 2.6* | 6.8* | -75* | -40* | -8.7* | 0.6*
Cc1cc(NS(=O)(=O)c2ccc(NCc3nc4ccccc4c(=O)[nH]3)cc2)no1 | 87 | 100 | 95 | 101 | x | 103 | 100 | 96 | 98
CC12CC(C#N)CCC1O2 (stereo not drawn) | 96 | 105 | 111 | 103 | 119 | 119 | 121 | 101 | 102
CCn1cc(CNc2ccc(C(=O)Nc3cc4cc(OC)c(OC)cc4c(C)n3)cc2)c(C)n1 | 22 | 67 | 30 | 71 | 49 | 91 | 94 | 36 | 71
N#Cc1c(N)nnn1Cc1cc(=O)oc2ccc(Cl)cc12 | 81 | 100 | 102 | 105 | 129 | 120 | 102 | 99 | 101
CCOCC(O)c1ccccc1 (stereo not drawn) | 98 | 88 | 109 | 102 | 101 | 102 | 89 | 111 | 97
COc1ccc(C(=O)N2c3ccccc3Sc3ccccc32)c(F)c1 | 49 | 61 | 45 | 34 | 44 | -23* | 2.1* | 48 | 23
CC(C)N(C)C1=CC(=O)C(N(C)C(C)C)=CC1=O | 140 | 105 | 111 | 106 | 121 | 111 | x | 111 | 110
COc1ccc(C(=O)NC(=O)Nc2ccc3c(c2)NC(=O)/C3=C\c2[nH]c(C)c(C(=O)O)c2C)cc1 | 80 | 73 | x | 53 | x | 49 | 96 | 53 | 17
OC(c1cc(C(F)(F)F)nc2c(Cl)cc(Cl)cc12)C1CCCCN1 (stereo not drawn) | 38 | 72 | 67 | 70 | 72 | 65 | 72 | 72 | 64
NC(N)=Nc1ccc2ccccc2c1 | 94 | 99 | 104 | 96 | x | 105 | 68 | 104 | 93
Cc1ccn2c(-c3csc(Nc4cccc(O)c4)n3)c(C)nc2c1 | 40 | 21 | 81 | 29 | 57 | 0.2* | 65 | 26 | 40
CCN(CC)CCCCO | 83 | 100 | 90 | x | 101 | 97 | 104 | 102 | 103
CC1N(C(=O)Nc2ccc(Cc3ccc(NC(=O)N4C(C)C4(C)C)cc3)cc2)C1(C)C (stereo not drawn) | 93 | 91 | 100 | 87 | 110 | 116 | 93 | 98 | 99
O=C(NCCn1cc(C(O)c2cn(Cc3ccccc3)c3ccccc23)nn1)c1ccc(Cl)cc1 (stereo not drawn) | 86 | 104 | x | 105 | 106 | 108 | 86 | 108 | 105
O=C1OC(c2ccccc2)(c2ccc(O)cc2)c2ccccc21 (stereo not drawn) | 89 | 100 | 92 | 108 | 115 | 124 | 125 | 88 | 101
COc1ccc(Cn2cc(Cn3c(=O)c(-c4nc5ccccc5[nH]4)cc4ccccc43)nn2)cc1OC | 69 | 97 | 90 | 100 | 115 | 100 | 109 | 92 | 105

The listing continues:
SMILES | UO-31 | SN12C | CAKI-1 | U251 | TK-10 | RXF 393 | A498 | ACHN | 786-0
CCOC(=O)c1noc2c1CCc1c-2cn(Cc2ccccc2)c1-c1ccccc1 | 77 | 107 | x | 39 | 89 | 107 | 110 | x | 95
CCN(CC)Cc1cc(C=C2C(=O)NC(=O)NC2=O)cc(OC)c1O | 86 | 96 | 98 | 102 | x | 113 | 109 | 105 | 106
O=C(Nc1ccccc1Cl)c1ccccc1 | 94 | 102 | 99 | 100 | 91 | 111 | 92 | 108 | 96
O=C1NC(=O)C(=Cc2cc(-c3ccc([N+](=O)[O-])cc3)n(-c3ccccc3)n2)C(=O)N1 | 91 | 95 | 90 | 99 | 101 | 98 | 102 | 103 | 89
ClC1=C(Cl)C(Cl)=C(Cl)C1=C/C=C/c1ccccc1 | -51* | -46* | -4.5* | -93* | -5.5* | x | -87* | -74* | -71*
NC(=S)N/N=C\c1nccc2c(C(F)(F)F)cccc12 | -35* | 17 | -2.5* | 5.8* | 17 | 16 | x | 6.7* | -25*
Clc1ccccc1CSc1cnnc2ccccc12 | 35 | 77 | 75 | 55 | 60 | 87 | 96 | 83 | 83
c1ccc2c(-c3nc(-c4c[nH]c5ncccc45)cs3)c[nH]c2c1 | 53 | 77 | 99 | 104 | 120 | 116 | 92 | 97 | 93
COc1ccc(C2c3cccn3-c3ccccc3N2C(C)=O)cc1 (stereo not drawn) | 71 | 100 | 84 | 106 | 103 | 99 | 86 | 99 | 106
O=c1[nH]cnc2cccc(Cl)c12 | 99 | 85 | 104 | 91 | 99 | 106 | 120 | 99 | 101
S=C(Sc1ccc(Cl)cc1)Sc1ccc(Cl)cc1 | -60* | -48* | -76* | -43* | -36* | -85* | 71 | 70 | -15*
O=C(/C=C/c1ccc([N+](=O)[O-])cc1)c1ccc2cccc3c2c1CC3 | 96 | 96 | 90 | 102 | 105 | x | 102 | 104 | 103
Clc1nc2ccccc2cc1-c1nc2ccccc2o1 | 83 | 93 | 94 | 100 | x | 109 | 82 | 108 | 111
Cc1cc(N)c(NCC(O)C(O)C(O)CO)cc1C (stereo not drawn) | 84 | 95 | 117 | 93 | 109 | 89 | 112 | 98 | 109
Cc1cccc(NCc2ccccc2)c1 | 79 | 105 | 106 | 101 | 103 | 94 | 104 | 112 | 96
COc1cc([C@@H]2c3cc4c(cc3[C@H](O)[C@H]3COC(=O)[C@H]23)OCO4)cc(OC)c1OC | 48 | 33 | 27 | 17 | 51 | 41 | -10* | 35 | 12
COc1ccc2c(c1)CC/C(=C\Nc1ccc(Cl)cn1)C2=O | 107 | 102 | 104 | 94 | 117 | 112 | 71 | 101 | 110
COc1ccc(-c2nnc(Nc3cc(OC)ccc3OC)o2)cc1 | 104 | 98 | 106 | 104 | 82 | 130 | 93 | 111 | 85
CCOC(=O)C(C#N)C(C#N)c1ccccc1 (stereo not drawn) | 83 | 99 | 93 | 91 | 94 | x | 84 | 112 | 89
CC(=O)OCCn1c2nc(=O)[nH]c(=O)c-2nc2cc(C)c(C)cc21 | 93&101&104 | 99&98&105 | 121&77 | 101&110&104 | 93&106&107 | 107&117 | 120&140&109 | 106&98&101 | 91&111&96
CC1CC(O)CC(C)(C)C1.CC1CC(O)CC(C)(C)C1.CC1CC(O)CC(C)(C)C1.CC1CC(O)CC(C)(C)C1.[Ti] (stereo not drawn) | 79 | 82 | 95 | 99 | 104 | 112 | 106 | 111 | 107
CC[C@H](CC[C@@H](C)[C@H]1CC[C@H]2[C@@H]3CC(=O)C4=CC(=O)/C(=C/c5ccco5)C[C@]4(C)[C@H]3CC[C@]12C)C(C)C | 72 | 99 | 95 | 95 | 90 | 116 | 112 | 91 | 99
CN(C)c1ccc(C#Cc2c(F)cccc2Cl)cc1 | 41 | 82 | 82 | 89 | 97 | 112 | 43 | 84 | 112
CC(=O)Nc1ccc(-n2cnc3ccc(-c4ccc(O)cc4)cc32)cc1 | 46 | 29 | 30 | 37 | 90 | 11 | 93 | 25 | 49
COc1cc(CC(=O)c2ccc(O)c(OC)c2)ccc1O | 87 | 94 | 99 | 93 | 102 | 102 | x | 102 | 104

New compounds follow:
SMILES | UO-31 | SN12C | CAKI-1 | U251 | TK-10 | RXF 393 | A498 | ACHN | 786-0
CC(C)C1=CC2=CC[C@@H]3[C@](C)(CCC[C@@]3(C)C(=O)OCc3cn(Cc4ccccc4)nn3)[C@H]2CC1 | 79 | 100 | 85 | 88 | 100 | 110 | 98 | 95 | 97
C#CCOc1cccc(-c2ncnc3cc(NC(=O)C=C)ccc23)c1 | 15 | 15 | 16 | 51 | 14 | 31 | 45 | 26 | 30
Cc1ccc(Cl)cc1NC(=O)OC(C)C (tested in a mixture with another compound) | 75 | 102 | 109 | 113 | 94 | 94 | 95 | 100 | 104
O=C1NC(=S)NC(=O)C1=Cc1ccc(Cl)c([N+](=O)[O-])c1 | 79 | 102 | 98 | 106 | 118 | 107 | 114 | 106 | 104
CC(CCC#N)(CCC#N)C(=O)c1ccccc1 | 77 | 102 | 112 | 109 | 106 | 99 | 90 | 114 | 110
CCC1(c2ccccc2)NC(=O)NC1=O (stereo not drawn) | 63 | 95 | 107 | 102 | 102 | 86 | 69 | 95 | 94
Cc1cc(N2CCCCC2)nc(NCc2cc(Nc3ccnc4cc(Cl)ccc34)ccc2F)n1 | -47* | -71* | 19 | -91* | -22* | -66* | -17* | -82* | -80*
O=c1c(O)cccn1CCCNCCCN(CCCn1cccc(O)c1=O)CCCn1cccc(O)c1=O | 104 | 87 | 103 | 94 | 108 | 121 | 129 | 101 | 107
[C-]#[N+]c1c(-c2ccc(Cl)cc2)cc(-c2ccc(N)cc2)[nH]c1=O | 75 | 101 | 102 | 101 | 129 | 105 | 89 | 92 | 102
Cc1nn(-c2ccccc2)c(N(C)Cc2ccccc2)c1C1CC(c2ccc3c(c2)OCO3)=NN1c1cc(Cl)cc(Cl)c1 (stereo not drawn) | 89 | 84 | x | 86 | 99 | 95 | 96 | 104 | 93
CCN1C(=S)NN(C(SC)(SC)C(C#N)C#N)C(SC)C(C#N)=C1N (stereo not drawn) | 68 | 87 | 85 | 106 | 111 | 104 | 109 | 95 | 98
Cc1ccnc(SC#N)n1 | 88 | 101 | 79 | 108 | 135 | 93 | 96 | 110 | 160
CC(C)(C)OC(=O)NNc1ccc2cccc(O)c2n1 | 33 | 83 | 55 | 82 | 105 | 107 | 100 | 56 | 100
Nc1nc2c(C(=O)c3cccs3)nnn2c2cccc(Cl)c12 | x | 95 | 72 | 94 | 153 | 89 | 147 | 89 | 83
Brc1ccc(/C=N\N=c2\scc(-c3ccc(Br)cc3)n2/N=C/c2ccc(Br)cc2)cc1 | 93 | 103 | 101 | 94 | 103 | 107 | 102 | 112 | 96
Cc1ccc(-c2nnc(SCc3cc(=O)oc4ccc(C)cc34)o2)cc1 | 89 | x | 101 | 96 | 97 | 109 | 104 | 106 | 99
CCN(CC)c1cn(-c2ccc(S(N)(=O)=O)cc2)nn1 | 92 | 105 | 94 | 100 | 103 | 114 | 83 | 106 | 106
CCCCCCCCNc1nc2ccccc2n2c1nc1ccccc12 | 96 | 107 | 90 | 100 | 100 | 104 | 91 | 99 | 101
Nc1ccccc1/C=C1\Cc2ccccc2C1=O | 88&66 | 93&99 | 85&81 | 96&98 | 136&119 | 105&97 | 97&94 | 105&97 | 99&107
O=C(NNC(=S)NC1CCCCC1)c1ccncc1 | 94 | 107 | 103 | 111 | 115 | 90 | 104 | 102 | x
O=C1NCCOc2ccccc21 | 89&93 | 103&111 | 98&98 | 114&99 | 105&109 | 98&104 | 127&79 | 107&107 | 109&92
Cc1nn(-c2ccccc2)c2nc(N)c(C3=NCCO3)nc12 | 74 | 97 | 78 | x | 128 | 108 | 92 | 83 | 100

High-throughput results: PubChem BioAssay, NCI
